Compound activity: PubChem BioAssay, National Center for Advancing Translational Sciences (NCATS)
KB-3-1 tox: KB-3-1 parental cell cytotoxicity. Potency, µM (series often up to 46.1 µM), without a hit: at the highest dose activity change, negative = cytotoxic, most hits filed as cytotoxic. KB-3-1 viability, CellTiter-Glo ATP luminescence, 72 h. 1.4% of 400,000 active; also: potency is read from the fitted curve at half-maximal effect; % is scaled to controls: 0 for no effect and ±100 for the full control effect; nearly all actives have a fitted effect of over 60% in size
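Using CellTiter-Glo luminescence, growth of non-resistant KB-3-1 adenocarcinoma cells is assessed 72 h after pin-tool compound addition at 37 °C. Normalized responses across the concentration series yield fitted curves.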
ATXN2 expr inh: ATXN2 expression inhibition | Potency, µM (highest dose often 57 µM), for the others: at the highest dose activity change, negative = inhibition, usual class: inhibitors | HEK-293 ATXN2-luciferase reporter, luminescence, 24 h | 0.72% of 360,000 active; also: potency is read from the fitted curve at half-maximal effect; % is scaled to controls: 0 for no effect and ±100 for the full control effect; nearly all actives have a fitted effect of over 55% in size
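ATXN2-luciferase reporter cells (luciferase flanked by upstream and downstream ATXN2 gene portions) were treated 24 h at 37 °C with compounds at up to 57 uM. SteadyGlo luminescence gave expression; GF-AFC fluorescence gave viability.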
MCF10A rerep: inducers of DNA re-replication in MCF 10A breast cells. Potency, µM (highest dose often 46.1 µM), for inactives: top-dose activity, positive = re-replication, most hits filed as activators. 2.9% of 350,000 active. MCF 10A DNA re-replication, Hoechst nuclear intensity, 48 h; also: potency is read from the fitted curve at half-maximal effect; % of control where 0% means no effect; nearly all actives have a fitted effect of over 50% in size
HepG2 tox: HepG2 cytotoxicity, counter-screen for TGF-b inhibitors; HepG2 CAGA-GFP viability, ATP luminescence, 18 h; Potency, µM (highest dose often 46.1 µM), inactives show at the highest dose activity change, negative = cytotoxicity, hits mostly cytotoxic; 0.76% of 410,000 active; AID 588856; also: potency is read from the fitted curve at half-maximal effect; some results filed as inactive show a strong effect at the top dose
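CellTiter-Glo luminescence gave cytotoxicity after 18 hours at 37 degrees C. The cells were HepG2 CAGA-GFP in 1% FBS DMEM, stimulated with 500 pg/mL TGF-beta after compound addition. %Activity was normalised to no-cell wells (complete cell-killing) and DMSO (no toxicity), and curves were fitted and classified.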
SW480 rereplic: induces DNA re-replication in SW480 colon adenocarcinoma cells; SW480 DNA re-replication, Hoechst DNA content imaging, 48 h; AID 624297; 1.8% of 340,000 active; Potency, µM (highest dose often 46.1 µM), inactives show top-dose re-replication activation, actives largely listed as activators; also: potency is read from the fitted curve at half-maximal effect; % of control where 0% means no effect; nearly all actives have a fitted effect of over 55% in size
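Readout is total intensity of Hoechst-stained nuclei, excited at 405 nm and collected at 500-530 nm. Compound treatment lasted 48 hr at 37 C in 5% CO2 before staining.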
S2 tox: reduces viability in counter-screen for ATXN expression inhibitors. S2 cells (HEK-293 line with an ATXN2-luciferase reporter) viability, CellTiter-Fluor protease fluorescence, 24 h. Potency, µM (doses to about 56.7 µM), hits mostly cytotoxic. 0.49% of 400,000 active; also: potency is read from the fitted curve at half-maximal effect; nearly all actives have a fitted effect of over 40% in size
HT1080NT lethal: kills 2HG-producing HT-1080-NT fibrosarcoma cells; HT-1080-NT fibrosarcoma viability, CellTiter-Glo ATP luminescence, 48 h; 1.6% of 360,000 active; Potency, µM (series often up to 46.1 µM), inactives show top-dose activity, negative = less viability, hits mostly cytotoxic;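 also: NT is the 2HG producing partner of a matched IDH1 knockdown line; potency is read from the fitted curve at half-maximal effect; 0% = DMSO-treated cells and -100% = media-only wells without cells; nearly all actives have a fitted effect of over 55% in size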
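HT-1080-NT; 750 cells/well; 5% FBS RPMI; 48 h compound, 37 degrees C; CellTiter-Glo luminescence; curve fitting and curve-class assignment.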
IL-1B inflam inh: inhibitors of inflammasome signaling (IL-1 beta secretion); activity change, % at 57.5 µM; 4.7% of 360,000 active; AID 743279; THP-1 LPS/ATP IL-1B secretion, AlphaLISA, 16 h; stronger effect = lower value; in the data active = activity change below about -50%; inconclusive = mostly about -30% to -49%; also: % is scaled to controls: 0 for no effect and ±100 for the full control effect
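Secreted IL-1B measured by AlphaLISA bead assay after 16 h compound exposure of THP-1 cells; compounds (final up to 57.5 uM) added 1 h before LPS (250 ng/mL) and ATP (1.25 mM) stimulation; lower signal means less secretion.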
HT1080 IDH1KD tx: toxicity to HT-1080 IDH1 knockdown cells (counter line); HT-1080 IDH1 knockdown viability, ATP luminescence, 48 h; 2% of 360,000 active; Potency, µM (series often up to 46.1 µM), for inactives: at the top dose activity, negative = toxicity, hits mostly cytotoxic; AID 686971;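 also: potency is read from the fitted curve at half-maximal effect; 0% = DMSO wells and -100% = cell-free medium wells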
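HT-1080-IDH1KD cells (IDH1 knocked down), 750/well in RPMI with 5% FBS, treated with compound 48 h at 37 degrees C. Viability by CellTiter-Glo luminescence, normalised to DMSO and no-cell wells; concentration-response curves classed.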
Active calls of the source: *; i = inactive; u = inconclusive; x = not tested or not shown; & = joins results of further samples; [ ] = dose if it differs, or a comment. Unless noted, calls follow the shape of the dose curve; as a rule, active = well fitted curve in the direction sought with a large enough effect; inconclusive = small, poorly fitted or top-dose-only effect, or another doubt; inactive = no such curve, though single readings can be large; an effect the other way counts as inactive or inconclusive.

SMILES	KB-3-1 tox	ATXN2 expr inh	MCF10A rerep	HepG2 tox	SW480 rereplic	S2 tox	HT1080NT lethal	IL-1B inflam inh	HT1080 IDH1KD tx
CCCOc1ccccc1C1CC(=O)Nc2cc3c(cc21)OCO3 (stereo unspecified)	2.6µM*	-22%	6.5µM*	-36%	3.7µM*	u	8.2µM*	-1	1.8µM*
Cc1nnc(SCC(=O)Nc2ccc(OC(F)F)c(Cl)c2)n(N)c1=O	1%	-18%	-3%	-1%	u	i	0%	-3	-1%
CCOC(=O)N1CCC(n2c(=S)[nH]c3ccccc3c2=O)CC1	14%	0%	0%	14%	-4%	i	18%	-2	-10%
CC1CCCCC1NC(=O)c1ccc(NC2=NC3CS(=O)(=O)CC3S2)cc1 (stereo unspecified)	-4%	7%	-1%	-17%	-14%	i	-7%	-2	-7%
COc1ccc(CCNC(=S)Nc2ccccc2C)cc1	9%	4%	-1%	-6%	-2%	i	9%	-4	8%
CC=Cc1cc2c(c(=O)o1)C(=O)C(O)C(C)O2 (stereo unspecified)	28%	u	12µM*	-17%	18µM*	x	-19%	-101*	u
COc1ccc(-c2oc3ccc(N4CCOCC4)cc3c2C#CCO)cc1	u	u	18µM*	-47%	u	u	u	-23	u
Cc1nn(CC(=O)N2c3ccccc3NC(=O)C2(C)C)c(C)c1[N+](=O)[O-]	-3%	x	u	1%	22%	i	-3%	-9	-5%
COc1ccc(NC(=O)Cn2c(=O)oc3cc(S(=O)(=O)N4CCCC4)ccc32)cc1	-12%	-13%	-1%	0%	4%	i	0%	-9	6%
CCCCCCCNC(=O)C1(CC2CC(c3cccc(Br)c3)=NO2)CCNCC1 (stereo unspecified)	u	u	u	-113%	5%	x	u	-102*	u
COc1ccc(-c2cccc(NS(=O)(=O)c3ccc(NC(C)=O)cc3)c2)nn1	u	-14%	x	-15%	x	u	x	x	x
COc1ccc(S(=O)(=O)N2CN3CCN(C3)C2)cc1	11%	x	-2%	-3%	-4%	i	1%	18	0%
Cc1cccc(C)c1-n1nnnc1C1c2ccccc2C(=O)N1CCCn1ccnc1 (stereo unspecified)	9%	16%	x	x	x	i	17%	12	9%
O=C(Nc1cnc2ccccc2c1)c1ccncc1	0%	-7%	24%	-5%	1%	i	-6%	-10	-5%
C=C(C)c1cccc(C(C)(C)NC(=O)N2CC(C)OC(C)C2)c1 (stereo unspecified)	16%	5%	5%	-12%	-3%	i	16%	17	3%
O=C(c1[nH]c(C(F)(F)F)nc1-c1ccccc1)N1CCN(c2ncccc2C(F)(F)F)CC1	u	-8%	x	-17%	x	i	u	23	u
CCN(CC)S(=O)(=O)c1ccc(OC)c(NC(=O)c2cc3c(=O)n4ccccc4nc3s2)c1	1%	-1%	16µM*	-38%	6%	i	21%	-6	2%
COC(=O)c1cc(S(=O)(=O)NCc2ccccc2)cn1C	19%	1%	-3%	-1%	-1%	i	2%	7	8%
Cc1ccc(C(=O)NCCC(=O)Nc2ccccc2C)cc1	3%	1%	-4%	0%	-9%[9.22 µM]	i	11%	24	26%
Cc1ccccc1-c1nn2c(=O)cc(CN3CCN(C(=O)c4ccc(C(C)(C)C)cc4)CC3)nc2s1	-10%	2%	x	4%	x	i	x	x	x
C/C=C/C=C/C(=O)OC(C)C(=O)Nc1cc([N+](=O)[O-])ccc1OC (stereo unspecified)	2%	-4%	0%	0%	0%	u	-14%	9	-12%
O=C(NCCN1CCOCC1)c1ccc2c(c1)ncn2C1CCCCC1	-8%	11%	-5%	-14%	-20%	i	6%	0	6%
C[C@]12c3[nH]c4ccc(Cl)cc4c3CCN1C(=O)[C@@H](CC(=O)NCCN1CCOCC1)C[C@@H]2C(=O)N1CCCCC1	0%	-1%	-8%	1%	-18%	i	-1%	-22	u
CCS(=O)(=O)N1CCc2cc(C(=O)NCCc3ccc(OC)cc3)ccc21	0%	-24%	x	-5%	x	i	x	x	x
COc1c(C(=O)Nc2nccs2)ccc2ccccc12	-15%	60%[activator]	2%	-18%	-2%	i	1%	-13	3%
O=c1[nH]c(=O)n(C2CCCO2)cc1F (stereo unspecified)	0%	5%	-3%&2%	1%	-2%&2%	i	15%	2	7%
Cc1cc(-c2nc3ncccc3o2)ccc1NC(=O)c1ccc(Br)cc1	1%	6%	x	7%	x	i	x	x	x
O=C(Nc1ccc(S(=O)(=O)Nc2cnc3ccccc3n2)cc1)c1ccc(F)cc1	-31%	-18%	-5%	-40%	7.3µM*	i	-3%	41	-27%
Cc1c([N+](=O)[O-])cnc(Sc2ccccc2)c1[N+](=O)[O-]	5%	x	u	20µM*	u	14µM*	u	-16	u
Cc1cc(C)c2c(N)c(C(=O)NN3CC(=O)N(c4cccc(Cl)c4)CC3=O)sc2n1	-4%	-10%	0%	-1%	2%	x	-22%	2	-20%
CCN1CCN(c2ccc(NC(=O)c3ccccc3F)cc2Cl)CC1	u	43%[activator]	u	-4%	3%	i	0%	-13	0%
CCn1cc(C(=O)NCCc2ccc(Cl)cc2)c(=O)c2cc(S(=O)(=O)N(C)C3CCCCC3)ccc21	23%	1%	x	-1%	x	i	x	x	x
CCCNC(=O)c1nn2c(C(F)(F)F)cc(-c3ccccc3)nc2c1Br	-11%	-27%	-23%[9.22 µM]	-1%	u	i	14%	14	10%
O=C(NCc1ccco1)C(NS(=O)(=O)c1cccc2nsnc12)c1ccccc1 (stereo unspecified)	1%	-4%	1%	-12%	1%	i	2%	-12	1%
CCCC(=O)NC(c1ccc(OC)c(OC)c1)c1cc(Cl)c2cccnc2c1O (stereo unspecified)	u	u	8.2µM*	-28%&-4%	1.8µM*	i	u	101	u
Cc1ccc(/C=C/C(=O)N2CCc3ccccc3C2)cc1	7%	43%[activator]	13%	-19%	2%	i	10%	-7	-9%
Cc1ccc(-c2nc3ccc(Cl)cn3c2Cc2cccc(Cl)c2)cc1	0%	37%[activator]	x	-2%	x	u	u	3	u
O=C(NCCCNC(=O)c1ccco1)c1cccc(F)c1	15%	10%	-2%	-9%	-1%	i	15%	-2	8%
CCN(CC)C(=O)CC(c1ccc(N(C)C)cc1)c1c(O)cc(OC)cc1OC (stereo unspecified)	-23%	11%	u	1%&-4%	10%	i	2%	-21	0%
Cc1cc(C)c(NC(=O)C(C)N2CCCCCC2)c(C)c1 (stereo unspecified)	2%	x	-15%	-8%	-9%	i	4%	8	11%
O=C1Nc2ccccc2NC(c2ccc3c(c2)OCO3)=C1N(Cc1ccc(F)cc1)C(=O)c1ccco1	u	-10%	x	x	x	u	-28%	-24	u
COCCCNC(=O)c1sc2nc(C)c(C(=O)Nc3ccc(C)cc3C)c(-c3ccccc3Cl)c2c1N	4%	-7%	x	-4%	x	i	x	x	x
O=S(=O)(NC1CCCCC1Sc1ncccn1)c1ccc(Cl)cc1 (stereo unspecified)	6%	4%	-8%	-53%	3%	i	7%	9	4%
CCOc1cc(/C=N/NC(=O)c2ccncc2)ccc1OS(C)(=O)=O	23%	-23%	-7%	-3%	-4%	i	1%	44	-2%
Cc1ccc(-n2c3nc(=O)[nH]c(=O)c-3cc3cc([N+](=O)[O-])ccc32)cc1	u	-37%	u	-32%	u	u	u	-107*	u
O=C(CC1CCCC1)NNC(=O)c1ccc(F)cc1	13%	19%	18%	-8%	-259%[inhibitor]	i	13%	-7	7%
COc1ccc(C2C(C#N)=C(N)OC3=C2C(=O)CC(C)(C)C3)cc1 (stereo unspecified)	-3%	-17%	0%	-12%	-35%	i	1%	-1	2%
C=CCSC1=N/C(=C\c2ccc(C(=O)O)cc2)C(=O)S1	6%	-36%	-1%	11%	-1%	i	7%	8	5%
CCn1c(=O)c([N+](=O)[O-])c(N2CCN(Cc3ccc4c(c3)OCO4)CC2)c2ccccc21	u	-28%	u	14%	-1%	i	-25%	-66*	-21%
Cc1cccc(C(=O)n2nc(-c3cccnc3)nc2NCc2ccccc2)c1	7%	5%	x	-6%	x	i	x	x	x
